Tau ThT inhib = inhibitors of human tau fibril formation, thioflavin T binding | recombinant tau K18 P301L, heparin-induced fibrillization, ThT fluorescence | Potency, µM (highest dose often 57.4 µM), for the others: at the highest dose activity, negative = inhibition, hits mostly inhibitors | AID 1460 | P10636 | hit rate 2.1% among 270,000; note: nearly all actives have a fitted effect of over 55% in size
Target sequence (P10636 561-689 P618L limits assumed): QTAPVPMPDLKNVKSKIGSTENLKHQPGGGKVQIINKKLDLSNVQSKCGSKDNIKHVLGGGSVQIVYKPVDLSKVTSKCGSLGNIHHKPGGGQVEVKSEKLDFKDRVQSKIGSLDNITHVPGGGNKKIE
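Aggregation was driven by heparin (20 uM final) acting on recombinant tau […] bearing P301L in 100 mM sodium acetate pH 7; fibrils were detected with Thioflavin T.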
TexasRed fluor = alters Texas Red total fluorescence, flagging assay interference | AID 1479 | Potency, µM (titrated, usually from 106 µM), inactives show top-dose fluorescence change, negative = quenching | TRb/SRC2 Texas Red total fluorescence interference | hit rate 0.29% among 280,000; active = well fitted curve in either direction with a large enough effect; inconclusive = small, poorly fitted or top-dose-only effect
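Flags fluorescent or light-absorbing compounds by total fluorescence, S + 2P, at 555 nm excitation and 632 nm emission. Mixture: 20 nM Texas Red SRC2 peptide, 0.6 uM human TRb LBD, 1 uM T3, 5% DMSO; compound exposure 5 h at ambient temperature.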
Tau fluor cs = counter-screen for tau fibril formation inhibitors | hit rate 0.93% among 280,000 | tau K18 P301L Alexa594 fluorescence, heparin fibrillization | Potency, µM (titrated, usually from 57.7 µM), for inactives: top-dose activity change, negative = decrease; note: nearly all actives have a fitted effect of over 55% in size
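Human tau K18 P301L (15 uM unlabeled, 0.24 uM Alexa 594-labeled) in 100 mM sodium acetate pH 7 with 20 uM heparin, 6 hr at 37 C. ThT 30 uM added, 1 hr ambient; Alexa 594 FP and total fluorescence read at 555/632 nm.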
aGal spleen mod = alpha-galactosidase A (human) modulation; P06280; human spleen homogenate, 4MU-alpha-Gal fluorescence, 40 min; Potency, µM (top dose mostly 80 µM), for inactives: at the highest dose activity change, negative = inhibition, actives largely listed as inhibitors; hit rate 0.008% among 240,000; AID 2107;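 note: 0% = enzyme with vehicle and -100% = no enzyme basal signal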
Target sequence (P06280 32-429 limits assumed): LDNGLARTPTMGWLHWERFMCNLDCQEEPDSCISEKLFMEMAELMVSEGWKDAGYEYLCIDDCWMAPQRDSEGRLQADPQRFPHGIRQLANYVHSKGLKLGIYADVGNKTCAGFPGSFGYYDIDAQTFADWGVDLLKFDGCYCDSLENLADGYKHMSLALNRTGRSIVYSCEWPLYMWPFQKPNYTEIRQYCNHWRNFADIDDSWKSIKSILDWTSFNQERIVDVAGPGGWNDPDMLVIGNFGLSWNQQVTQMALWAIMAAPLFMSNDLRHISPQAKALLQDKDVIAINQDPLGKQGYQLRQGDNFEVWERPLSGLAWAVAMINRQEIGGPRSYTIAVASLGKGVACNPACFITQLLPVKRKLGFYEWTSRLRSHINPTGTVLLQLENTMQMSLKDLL
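Human spleen homogenate (1 ug) was the enzyme source, with 4-methylumbelliferyl-alpha-D-galactopyranoside (1 mM final) in pH 5.0 citrate buffer with 0.01% Tween-20. Compounds were titrated; after 40 min at 37C, NaOH/glycine stop, 4-MU fluorescence read; AC50 from Hill fits.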
ALDH1A1 block = inhibitors of human aldehyde dehydrogenase 1A1; Potency, µM (top dose mostly 75.3 µM), without a hit: at the top dose activity, negative = inhibition, usual class: inhibitors; hit rate 7.3% among 220,000; Purified ALDH1A1, NADH fluorescence, propionaldehyde substrate; P00352; active = well fitted inhibition curve with a large enough effect, not every such curve was filed as active; inconclusive = small, poorly fitted or top-dose-only effect, or another doubt; inactive = no such curve, though single readings can be large or run the other way;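 note: plate controls were no enzyme wells and a reference inhibitor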
Target sequence (P00352 whole entry, looked up): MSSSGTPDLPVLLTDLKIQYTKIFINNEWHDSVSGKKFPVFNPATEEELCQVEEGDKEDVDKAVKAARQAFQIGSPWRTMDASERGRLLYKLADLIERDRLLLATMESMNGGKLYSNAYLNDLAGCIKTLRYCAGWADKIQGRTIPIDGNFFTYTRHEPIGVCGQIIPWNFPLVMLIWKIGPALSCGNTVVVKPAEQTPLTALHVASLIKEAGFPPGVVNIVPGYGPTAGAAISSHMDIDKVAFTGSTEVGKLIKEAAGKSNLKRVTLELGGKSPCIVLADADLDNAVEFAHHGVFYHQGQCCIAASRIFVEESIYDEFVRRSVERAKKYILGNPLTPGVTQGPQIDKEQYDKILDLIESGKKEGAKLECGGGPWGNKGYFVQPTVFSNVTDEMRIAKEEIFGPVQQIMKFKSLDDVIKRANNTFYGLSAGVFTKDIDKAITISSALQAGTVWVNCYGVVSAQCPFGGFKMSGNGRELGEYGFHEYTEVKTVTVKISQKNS
L3MBTL1 block = inhibitors of human L3MBTL1 | Q9Y468 | AlphaScreen L3MBTL1–H3K9me1 peptide binding | Potency, µM (doses to about 57.1 µM), inactives show at the top dose activity, negative = inhibition, most hits filed as inhibitors | hit rate 0.66% among 230,000 | AID 485360; note: nearly all actives have a fitted effect of over 60% in size
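AlphaScreen assay: L3MBTL1 (50 nM final) was preincubated 30 min at room temperature with biotinylated H3(1-15)K9me1 peptide (75 nM final), then 30 min with library compounds; streptavidin donor and nickel chelate acceptor beads (10 ug/mL final) added, 30 min dark.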
Tau FP inhib = inhibitors of human tau fibril formation; P10636; K18 P301L tau heparin fibrillization, Alexa594 FP, 6 h; Potency, µM (titrated, usually from 57.7 µM), inactives show at the top dose activity, negative = inhibition, hits mostly inhibitors; hit rate 0.39% among 280,000; note: nearly all actives have a fitted effect of over 55% in size
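Heparin (20 uM) drove fibril formation of recombinant tau K18 P301L, 15 uM unlabeled with 0.24 uM Alexa 594 label, for 6 hr at 37 C in 100 mM sodium acetate pH 7. Fluorescence polarization (555/632 nm) read 1 hr after 30 uM ThT.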
TRb SRC2 PPI = inhibitors of human thyroid hormone receptor beta-SRC2 interaction; P10828; TRbeta-SRC2 peptide binding, fluorescence polarization; receptor liganded with 1 µM T3; Potency, µM (doses to about 106 µM), without a hit: top-dose activity change, negative = inhibition, hits mostly inhibitors; hit rate 0.065% among 280,000; AID 1469;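 note: plate controls were bound peptide for no effect and peptide without receptor for full effect; nearly all actives have a fitted effect of over 50% in size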
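Human TRb ligand-binding domain (0.6 uM) is mixed with 20 nM Texas Red SRC2 peptide and 1 uM T3; after compound addition and 5 hr at ambient temperature, polarization is measured and normalized to unbound and bound controls.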
Active calls of the source: *; u = inconclusive; x = no result given. Unless noted, calls come from the whole dose curve; as a rule, active = well fitted curve in the direction sought with a large enough effect; inconclusive = small, poorly fitted or top-dose-only effect, or another doubt; inactive = no such curve, though single readings can be large; an effect the other way counts as inactive or inconclusive. Unless noted, % is set by controls: 0 for no effect and ±100 for the full control effect; potency is the fitted concentration of half-maximal effect.

No. | SMILES | Tau ThT inhib | TexasRed fluor | Tau fluor cs | aGal spleen mod | ALDH1A1 block | L3MBTL1 block | Tau FP inhib | TRb SRC2 PPI
1 | CCOc1ccc(C(c2c(NC(=O)c3ccccc3)sc(C)c2C)N2CCN(CCO)CC2)cc1 (centres undefined) | 13.2% | 2.3% | 6.7% | -1.2% | u | u | -3.5% | 6.9%
2 | COc1ccccc1-n1cnnc1SCC(=O)NCc1cccs1 | 9.9% | -2.0% | 1.1% | 15.8% | u | x | 2.9% | 7.6%
3 | Cc1cc(C)c(NC(=O)CSc2nccn2C)c(C)c1 | 0.5% | -1.6% | 3.6% | -1.8% | -7.3% | -14.6% | 4.6% | 3.4%
4 | CC12CC(NC(=O)N1c1cccc(C(=O)N3CCN(c4ccccc4F)CC3)c1)c1ccccc1O2 (centres undefined) | -16.3% | 0.3% | -5.3% | 2.5% | -2.1% | x | -7.4% | -2.8%
5 | CCS(=O)(=O)N1CC(=O)N(c2ccc(C)c(C)c2)C(C)(C(=O)NC2CCCCC2)C1 (centres undefined) | 16.4% | 3.6% | 5.3% | x | x | x | -10.0% | -1.6%
6 | O=C(NCc1cccs1)C1CC(c2ccc(F)cc2)=NO1 (centres undefined) | -5.0% | -1.4% | -3.1% | 9.5% | 1.9% | x | -7.1% | -2.9%
7 | COc1ccc(CNC(=O)CN2C(=O)C3CCCN3c3ncc(Cl)cc32)cc1 (centres undefined) | -19.8% | 1.0% | -19.4% | 7.5% | u | x | 2.7% | -2.8%
8 | COc1ccccc1OCCCOc1ccc([N+](=O)[O-])cc1Cl | u | -5.4% | u | 5.9% | -2.7% | 1.1% | -11.1% | -7.7%
9 | O=c1c(CN2CCN(c3ccccn3)CC2)coc2ccccc12 | 9.8% | 1.6% | 5.6% | -0.1% | 25.1µM* | -0.8% | -0.3% | 2.0%
10 | CCn1ccc2cc(S(=O)(=O)N3CCCN(C(=O)Nc4cc(Cl)ccc4C)CC3)ccc21 | 0.1% | 2.9% | -17.8% | x | x | x | -3.7% | -6.1%
11 | OCCNCc1cc(Br)ccc1OCc1ccc(Cl)cc1 | 0.3% | 1.3% | -8.3% | 0.6% | 12.3% | 10.8% | -4.4% | 0.1%
12 | Cc1nn(-c2nc3ccccc3[nH]2)c(=O)c2ccccc12 | -7.5% | -2.0% | -0.2% | -15.4% | -9.2% | 1.3% | 8.5% | -8.0%
13 | CCc1ccc(C(C(=O)NC(C)(C)CC)N(Cc2ccco2)C(=O)Cn2nnc3ccccc32)cc1 (centres undefined) | -7.1% | 0.7% | 5.9% | -4.4% | -1.4% | 5.2% | -1.8% | -13.2%
14 | COC(=O)c1c(C)n(-c2ccccc2)c2ccc(O)cc12 | u | 0.8% | -29.0% | -1.6% | -14.2% | -13.5% | -9.7% | 0.5%
15 | CC1=NN(c2ccccc2)C(=O)C1C=Nc1ccccc1O (centres undefined) | u | -1.7% | u | 2.8% | u | -23.1% | 4.0% | 2.4%
16 | COCCNC(=O)C(NC(=O)C1CCCCC1)C(C)C (centres undefined) | -9.0% | -1.4% | -8.9% | 2.1% | 8.1% | x | -3.4% | -8.6%
17 | O=C(CSc1nnc(CNC(=O)C23CC4CC(CC(C4)C2)C3)n1-c1ccc(F)cc1)Nc1ccccc1 | -9.4% | 0.6% | -15.4% | 4.8% | 0.6% | 3.3% | 6.1% | 3.0%
18 | COc1ccc(N(C(C)C(=O)N/N=C/c2ccc(OC(C)C)cc2)S(C)(=O)=O)cc1 (centres undefined) | 9.0% | 0.4% | 2.8% | -4.9% | 14.1µM* | -9.3% | 5.2% | 6.6%
19 | Cc1ccc(-n2c(SCC(=O)N/N=C/c3ccccc3C(=O)O)nnc2-c2ccccc2)cc1 | x | -1.0% | -0.2% | 6.6% | x | x | -4.4% | 3.2%
20 | Cc1nn2c(=O)cc(COC(=O)c3ccccc3NC(=O)C(C)Oc3ccccc3)nc2s1 (centres undefined) | -1.7% | -0.4% | 0.6% | x | x | x | 6.9% | 6.8%
21 | O=C(COC(=O)[C@H](Cc1ccccc1)NC(=O)c1cccs1)NC1CC1 | -5.1% | -15.2% | -2.0% | -0.3% | u | 5.1% | -1.5% | 1.7%
22 | Cc1cc(C)nc(SCc2nnc(SCC#N)n2-c2cccc(Cl)c2)n1 | -3.5% | 2.0% | -3.3% | 5.9% | 9.4% | -0.8% | 0.6% | -14.8%
23 | Cc1cc2ncn(S(=O)(=O)N3CCCCC3)c2cc1C | -2.5% | 2.0% | -10.6% | 1.7% | u | -3.5% | 5.1% | -16.0%
24 | O=c1c2c3c(sc2ncn1/N=C/c1cccnc1)CCCC3 | -2.6% | -2.2% | 3.4% | -2.3% | u | 9.3% | 12.8% | -2.7%
25 | Cc1nc(-c2ccc(F)cc2)sc1CCNC(=O)c1ccc(C(C)(C)C)cc1 | u | -1.5% | -23.0% | x | x | x | -5.0% | 7.8%
26 | Cc1cccc2nc(-c3cccnc3)c(Nc3ccccc3)n12 | -11.3% | -2.5% | -21.5% | -2.9% | 4.3% | x | -5.0% | -11.0%
27 | COc1cc(CNc2ccc3c(c2)OCCO3)ccc1OCC(N)=O | -4.1% | 0.5% | -5.9% | 3.9% | -7.1% | 3.9% | -6.4% | 2.1%
28 | O=C(c1nc2ccccn2c1CNCCCn1cccn1)N1CCCC1 | -7.3% | 2.9% | 3.5% | -2.8% | -8.6% | 1.1% | 4.9% | 1.9%
29 | Cc1nnc(NC(=O)c2cccc(S(=O)(=O)N3CCOCC3)c2)s1 | -10.6% | 0.1% | -8.4% | 9.6% | -5.7% | x | 4.0% | -4.2%
30 | Cc1ccccc1NC(=O)C1C2CC/C=C\CCC21 (centres undefined) | -5.8% | 1.6% | -1.2% | -6.8% | -7.9% | -0.7% | -2.3% | -2.8%

Continued, overlapping the part above by 7 compounds.
No. | SMILES | Tau ThT inhib | TexasRed fluor | Tau fluor cs | aGal spleen mod | ALDH1A1 block | L3MBTL1 block | Tau FP inhib | TRb SRC2 PPI
24 | O=c1c2c3c(sc2ncn1/N=C/c1cccnc1)CCCC3 | -2.6% | -2.2% | 3.4% | -2.3% | u | 9.3% | 12.8% | -2.7%
25 | Cc1nc(-c2ccc(F)cc2)sc1CCNC(=O)c1ccc(C(C)(C)C)cc1 | u | -1.5% | -23.0% | x | x | x | -5.0% | 7.8%
26 | Cc1cccc2nc(-c3cccnc3)c(Nc3ccccc3)n12 | -11.3% | -2.5% | -21.5% | -2.9% | 4.3% | x | -5.0% | -11.0%
27 | COc1cc(CNc2ccc3c(c2)OCCO3)ccc1OCC(N)=O | -4.1% | 0.5% | -5.9% | 3.9% | -7.1% | 3.9% | -6.4% | 2.1%
28 | O=C(c1nc2ccccn2c1CNCCCn1cccn1)N1CCCC1 | -7.3% | 2.9% | 3.5% | -2.8% | -8.6% | 1.1% | 4.9% | 1.9%
29 | Cc1nnc(NC(=O)c2cccc(S(=O)(=O)N3CCOCC3)c2)s1 | -10.6% | 0.1% | -8.4% | 9.6% | -5.7% | x | 4.0% | -4.2%
30 | Cc1ccccc1NC(=O)C1C2CC/C=C\CCC21 (centres undefined) | -5.8% | 1.6% | -1.2% | -6.8% | -7.9% | -0.7% | -2.3% | -2.8%
31 | Cc1nn(C)cc1C(=O)NNC(=S)Nc1ccccc1 | -5.3% | 3.5% | 0.9% | 12.3% | 2.3% | 6.6% | 1.5% | 1.3%
32 | COC(=O)c1ccccc1NC(=O)c1nc(S(=O)(=O)Cc2cccc(C)c2)ncc1Cl | u | 1.7% | -18.1% | x | x | x | 1.4% | -1.3%
33 | O=C(CN1C(=O)/C(=C\c2ccc(F)cc2)Oc2ccccc21)N1CCN(c2ccccn2)CC1 | 0.0% | -0.1% | 3.8% | 0.6% | u | 5.4% | 0.9% | 4.1%
34 | CCc1nc2sc3c(c2c(=O)n1N)CCC3 | -17.7% | -2.0% | -8.9% | 6.2% | u | 1.3% | 0.4% | -1.9%
35 | CCOC(=O)CC(=O)Nc1ccc(C)cc1 | 2.5% | 0.2% | 3.2% | 1.8% | 6.8% | -1.9% | 5.8% | 8.2%
36 | CCCC1=NN(C(=O)Cc2ccc([N+](=O)[O-])cc2)C(O)(C(F)(F)F)C1 (centres undefined) | -4.2% | 0.2% | -6.5% | -0.1% | 7.6% | x | -1.8% | 9.4%
37 | Cc1cc(C(F)(F)F)nn1Cc1n[nH]c(=S)n1-c1ccc(F)cc1 | -4.4% | -1.4% | 1.3% | -0.4% | -10.4% | 1.1% | 8.2% | -2.9%
38 | CC(=O)Nn1cnc2c(c1=O)C1(CCCC1)Cc1ccccc1-2 | 2.6% | -5.7% | -5.7% | 9.9% | u | -3.5% | -10.6% | -3.4%
39 | Cc1nc(C)c(C(=O)N2CCCC(CCC(=O)NCc3ccc(F)c(F)c3)C2)s1 (centres undefined) | -12.4% | -5.9% | -2.5% | 3.7% | -3.7% | 3.6% | 6.3% | 0.4%
40 | Cn1c(=O)c2c(nc(N3CCCC3)n2CC(O)CO)n(C)c1=O (centres undefined) | -11.4% | -2.1% | -6.6% | 4.5% | 13.0% | x | -2.7% | 0.9%
41 | CNc1ccnc(-c2ccccc2C(F)(F)F)n1 | -14.0% | -2.0% | -14.5% | -0.1% | 17.6% | x | 0.6% | 0.5%
42 | Cc1cccc(-c2cc3nc(C)cc(N4CC(C)CC(C)C4)n3n2)c1 (centres undefined) | 0.9% | 0.9% | 1.9% | 3.4% | -0.1% | -0.2% | 6.4% | -16.6%
43 | CCOC(=O)CC(NC(=O)c1cc2cc(OC)ccc2oc1=O)c1ccc(OC)cc1 (centres undefined) | -2.7% | u | -11.2% | x | x | x | -1.6% | 9.4%
44 | Cc1ccc(/C=N\NC(=O)C2COc3cc4ccccc4cc3O2)o1 (centres undefined) | u | 1.2% | -25.5% | -3.0% | u | -11.6% | 0.5% | 11.5%
45 | O=C(Nc1ccc(NC(=O)C2CC2)nc1)c1ccccn1 | -9.1% | -2.5% | -1.7% | 10.8% | u | 9.2% | 1.4% | -11.7%
46 | CCN(CC)CCNC(C(=O)Nc1cc(C(F)(F)F)ccc1Cl)c1ccccc1 (centres undefined) | -2.6% | 1.1% | -7.5% | 5.7% | u | 8.2% | 7.5% | 3.8%
47 | Cc1ccc(CN2CCN(/N=C/c3cccs3)CC2)cc1 | -8.5% | -5.3% | -16.4% | -1.3% | 2.7% | -6.0% | 12.7% | 5.9%

Screening data as filed in PubChem BioAssay.
